PG9 binder = binders of HIV-1 gp120 antibody PG9, primary screen, biochemical, TR-FRET; HIV-1 gp120 / PG9 antibody interaction; TR-FRET gp120-PG9 antibody binding; inhibition, % at 6.7 µM; hit rate 0.43% among 360,000; in the data active = inhibition above about 8.5%
ADAM17 inh = ADAM17 inhibitors, primary screen, biochemical, QFRET; recombinant ADAM17, EDANS/DABCYL FRET peptide cleavage; Disintegrin and metalloproteinase domain-containing protein 17 (Homo sapiens), P78536; inhibition, % at 6.95 µM; AID 720648, 2013; hit rate 0.83% among 370,000;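 active = inhibition above the mean of compounds lying between control limits plus 3 SD, set per campaign, cut at about 8.5% in these data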;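 also: 0% = DMSO-only wells as the low control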
Target sequence (P78536 215-824 limits assumed): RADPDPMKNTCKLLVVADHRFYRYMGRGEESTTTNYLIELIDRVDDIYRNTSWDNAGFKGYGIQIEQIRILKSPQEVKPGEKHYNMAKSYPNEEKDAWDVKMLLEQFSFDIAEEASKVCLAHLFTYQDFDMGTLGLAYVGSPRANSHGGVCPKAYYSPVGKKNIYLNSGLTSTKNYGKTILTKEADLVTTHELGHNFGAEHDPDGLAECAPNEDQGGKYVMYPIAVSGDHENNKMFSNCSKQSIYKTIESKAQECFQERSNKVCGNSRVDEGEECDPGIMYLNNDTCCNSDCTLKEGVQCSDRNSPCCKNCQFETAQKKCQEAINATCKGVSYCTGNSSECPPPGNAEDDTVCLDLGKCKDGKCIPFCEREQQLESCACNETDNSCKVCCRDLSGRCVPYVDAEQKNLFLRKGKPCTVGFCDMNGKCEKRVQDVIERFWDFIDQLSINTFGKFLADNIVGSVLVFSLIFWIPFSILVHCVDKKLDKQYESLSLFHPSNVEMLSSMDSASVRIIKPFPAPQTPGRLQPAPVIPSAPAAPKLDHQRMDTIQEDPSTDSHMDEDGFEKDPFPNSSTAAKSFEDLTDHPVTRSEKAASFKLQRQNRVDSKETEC
hgDAF12 agonist = H. glycines DAF-12 receptor agonists, primary screen, cell-based, luminescence, HEK293, GAL4 fusion, UAS-luciferase | Nuclear hormone receptor DAF-12 (Heterodera glycines), GAL4 fusion | HEK293 GAL4-hgDAF12 UAS-luciferase reporter, agonist luminescence; normalized to butyrate control | activation, % at 6.8 µM | hit rate 1.8% among 370,000;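 active = activation above a cutoff set at the mean of all screened compounds plus 3 SD, cut at about 10% in these data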;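 also: 0% = DMSO wells and 100% = sodium butyrate wells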
ADAM10 inh = human ADAM10 inhibitors, primary screen, biochemical, QFRET, HTS | AID 720582, 2013 | hit rate 0.62% among 370,000 | Disintegrin and metalloproteinase domain-containing protein 10 (Homo sapiens), O14672 | inhibition, % at 7 µM | recombinant ADAM10, EDANS/DABCYL FRET peptide cleavage, 3 h;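 active = inhibition above a per-campaign cutoff equal to the mean of compounds falling between control-based bounds plus 3 SD, cut at about 20% in these data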;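 also: 0% = DMSO wells while the 100% control is not disclosed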
ssDAF12 agonist = S. stercoralis DAF-12 nuclear receptor activators, primary screen, cell-based, luminescence, HEK293, GRIP1 co-expression, lit1-tk-luc; hit rate 1% among 370,000; HEK293 ssDAF-12/GRIP1 lit1-tk-luc reporter; % of 3 µM dafachronic acid response; Nuclear hormone receptor DAF-12 (Strongyloides stercoralis); AID 652126, 2013; activation, % at 6.8 µM;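 active = activation above the mean over all tested compounds plus 3 SD, cut at about 0.9% in these data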;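 also: 0% = DMSO-only wells and 100% = 3 µM delta7-dafachronic acid wells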
SMARCA2 activ = SMARCA2 (BRM) function activators, primary screen, cell-based, luminescence, high throughput. MG213 cells, MMTV-luciferase reporter, dexamethasone, overnight. activation, % at 9.1 µM. hit rate 1% among 370,000. AID 652017, 2013; in the data active = activation above about 7.8%;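 also: 0% = vehicle wells and 100% = reference activator wells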
DAX1 inh-1 = DAX1 (NR0B1) inhibitors, primary screen, cell-based, HEK293, Gal4-DAX1, luciferase luminescence; hit rate 0.99% among 340,000; AID 504766, 2011; HEK293 Gal4-DAX1 luciferase reporter; inhibition, % at 6.75 µM;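 active = inhibition above the mean over all tested compounds plus 3 SD, cut at about 4.2% in these data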;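 also: 0% = DAX1-transfected cells with DMSO and 100% = empty-vector control cells with DMSO; inhibition shows as a rise in luminescence from relieved DAX1 repression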
Target sequence (P51843 207-470 limits assumed): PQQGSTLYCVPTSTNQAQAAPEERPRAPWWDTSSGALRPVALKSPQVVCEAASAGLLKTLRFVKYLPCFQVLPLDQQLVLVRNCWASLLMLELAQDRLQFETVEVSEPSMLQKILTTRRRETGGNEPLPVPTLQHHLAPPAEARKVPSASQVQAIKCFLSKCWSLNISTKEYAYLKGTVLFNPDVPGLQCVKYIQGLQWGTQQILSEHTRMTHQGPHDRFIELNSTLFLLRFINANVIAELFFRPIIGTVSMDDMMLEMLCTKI
DAX1 inh-2 = DAX1 (NR0B1) inhibitors on StAR promoter, primary screen, cell-based, luminescence, SF-1 (NR5A1), full-length DAX-1; HEK293T StAR-luciferase reporter, SF-1/DAX-1 repression relief; inhibition, % at 6.8 µM; hit rate 1.1% among 370,000; AID 652010, 2013;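 active = inhibition above the mean over all tested compounds plus 3 SD, cut at about 3.6% in these data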;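 also: 0% = DAX-1 cells with DMSO and 100% = cells lacking DAX-1 with DMSO; higher inhibition means more luminescence from relief of DAX-1 repression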
hcDAF-12 act = H. contortus DAF-12 nuclear receptor activators, primary screen, cell-based, luminescence, HEK293, lit1-tk-luc reporter; HEK293 hcDAF-12 lit1-tk-luc reporter; 0% DMSO, 100% Δ7-dafachronic acid; activation, % at 6.8 µM; hit rate 1.4% among 370,000; AID 652067, 2013;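 active = activation above the mean of all tested compounds plus 3 SD, cut at about 5.5% in these data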;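 also: 100% = response to 3 µM Δ7-dafachronic acid high control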
GC-A act = GC-A stimulated cGMP production enhancers – HEK293 GC-A cells, cGMP TR-FRET, EC30 ANP, primary screen. hit rate 0.14% among 370,000. activation, % at 10 µM. Atrial natriuretic peptide receptor 1 (Homo sapiens), P16066. 0% at EC30 ANP, 100% saturating ANP; in the data active = activation above about 40%
FXN GAA850 act = FXN promoter activators, primary screen, cell-based, luciferase luminescence, HEK293 lucGAA850 | AID 540364, 2011 | hit rate 0.56% among 360,000 | HEK293 lucGAA850 FXN promoter luciferase reporter, 24 h; percent of 10 µM SAHA response | activation, % at 6 µM;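 active = activation above the average of all compounds screened plus 3 SD, cutoff fixed separately per campaign, cut at about 7.5% in these data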;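 also: 0% = DMSO wells and 100% = 10 µM SAHA wells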
The depositor's hits bear a star; i = inactive; x = no result given.

The first 2 compounds, to show the layout:
SMILES	PG9 binder	ADAM17 inh	hgDAF12 agonist	ADAM10 inh	ssDAF12 agonist	SMARCA2 activ	DAX1 inh-1	DAX1 inh-2	hcDAF-12 act	GC-A act	FXN GAA850 act
N#C/C(=C\c1cccs1)Sc1nc2ccccc2s1	0.1	0	0.9	9	-0.8	2	-0.6	-0.6	-0.6	1	2.5
CCOc1ccc(N(C)C(=O)CCc2nnc3ccc(N4CCC5(CC4)OCCO5)nn23)cc1	-0.8	-4	1.7	-6	-1.4	-2	1.4	-0.7	0.4	1	0.8

All compounds of this part, repeating the preview:
SMILES	PG9 binder	ADAM17 inh	hgDAF12 agonist	ADAM10 inh	ssDAF12 agonist	SMARCA2 activ	DAX1 inh-1	DAX1 inh-2	hcDAF-12 act	GC-A act	FXN GAA850 act
N#C/C(=C\c1cccs1)Sc1nc2ccccc2s1	0.1	0	0.9	9	-0.8	2	-0.6	-0.6	-0.6	1	2.5
CCOc1ccc(N(C)C(=O)CCc2nnc3ccc(N4CCC5(CC4)OCCO5)nn23)cc1	-0.8	-4	1.7	-6	-1.4	-2	1.4	-0.7	0.4	1	0.8
COc1ccc(CN2CCN(C(=O)c3cccc4ccccc34)CC2)cc1OC	-1.3	-1	1.2	2	-0.7	4	0.6	-0.6	-2.2	3	5.1
COc1cc(C2c3cc4c(cc3C(O)C3COC(=O)C23)OCO4)cc(OC)c1OC (centres undefined)	0.0	-7	-4.6	-2	-0.4	-3	3.0	7.5*	1.2	-17	-3.7
Cc1ccc(N2CCN(C(=O)c3cc(C(=O)c4ccccc4C)c[nH]3)CC2)c(C)c1	-1.7	0	-1.5	-6	-1.3	-3	-0.8	0.8	0.0	3	1.4
CCOC(=O)c1ccc(NC(=O)Cn2ccc([N+](=O)[O-])n2)cc1	-0.3	2	-1.0	4	-1.8	4	1.3	0.4	-1.9	5	-1.7
CCn1nc(C)c(CNC(=O)C2CCC(=O)N(CCc3ccc(Cl)cc3)C2)c1C (centres undefined)	-1.2	-6	-0.3	-9	-1.2	-1	-0.3	0.0	-1.8	0	0.0
Cc1ccc(NC2CCCN(C(=O)c3cccnc3)C2)cc1C (centres undefined)	-4.8	-4	-1.6	-5	-0.8	-3	0.6	0.8	-1.5	1	0.0
CC1CCCN(CCCNC(=O)C2CCCN(c3ncnc4c3nc3n4CCCCC3)C2)C1 (centres undefined)	1.0	-1	-0.6	-9	-1.7	-2	1.2	0.7	-0.6	0	0.0
COc1cc(OC)nc(N/N=C(\c2ccccc2)c2ccncc2)n1	-2.4	-1	5.5	-3	-0.9	-2	1.0	-0.4	-2.3	-42	-2.5
C#CCOCCOCCOCCNc1nc(N2CCN(C(=O)Cn3cc(CC(C)O)nn3)CC2)nc(N2CCN(C(=O)[C@H]([C@@H](C)O)n3cc(CCCCN)nn3)CC2)n1 (some centres undefined)	-1.4	-4	1.4	-7	-1.2	-1	0.5	0.3	-0.4	-2	-1.4
CCNC(=S)NC1CC2CCC(C1)N2Cc1ccccc1 (centres undefined)	-4.7	4	1.8	-3	-1.5	0	-0.5	1.2	0.5	-2	1.6
Cc1c(CN2CCc3c([nH]c4ccccc34)C2C2CCCCC2)cnn1C (centres undefined)	-0.6	-7	3.5	-32	0.5	1	-1.7	0.3	5.1	-16	-1.2
O=C(COC(=O)C1(c2ccc(F)cc2)CCCC1)NCc1ccco1	-2.3	-3	2.6	-3	-1.5	-1	-0.6	-0.5	-1.4	0	3.7
O=C(NCCOc1ccccc1)c1ccccc1Cl	0.4	-2	12*	2	-0.4	2	2.1	3.2	3.7	2	3.8
CCN(CC)C(=O)CN1C(=O)C2(OCC(C)(c3ccccc3)CO2)c2ccccc21 (centres undefined)	-0.3	-3	-2.3	-3	-2.0	1	-0.4	0.4	0.7	1	-0.9
O=C(CCc1nnc2n(CCc3ccccc3)c(=O)c3ccccc3n12)NCCCN1CCCCC1	-0.1	-5	-2.8	-5	-0.8	-1	-0.4	-0.1	-1.7	9	1.2
C=CCOc1cccc(C2C(C(=O)c3ccco3)=C(O)C(=O)N2Cc2cccnc2)c1 (centres undefined)	6.1	-1	-1.6	1	-1.0	-1	-0.3	-0.3	-1.6	1	-1.5
COc1ccc(C(=O)N2CCC3(CC2)NCCc2[nH]cnc23)cc1	-0.4	2	-1.9	-3	-1.0	1	0.5	-1.7	0.6	1	-0.8
O=C(O)C(NC(=O)c1ccccc1)=C(Cl)Cl	2.0	-1	-0.1	5	-0.8	2	-0.4	0.9	-0.7	-1	2.3
Cc1cc(/C=C2\SC(N)=NC2=O)c(C)n1-c1ccc(F)cc1	-1.3	-1	-0.4	-9	-0.2	0	-0.1	0.1	-0.5	-2	6.6
COc1ccccc1NC(=O)CCC(=O)OCc1ccc(Cl)cc1	0.5	-2	-0.8	-5	-1.3	1	0.8	0.6	1.3	-2	2.2
O=C(CCc1ccccc1)NC1(Cc2ccccc2)CCN(CCCc2ccccc2)C1=O (centres undefined)	-0.5	2	-5.7	7	-1.3	-2	0.0	-1.0	-1.9	0	-0.6
Cc1cc(N2CCC(C)CC2)nc2ccccc12	x	-44	1.3	-148	-0.5	x	x	x	-0.1	-8	x
CC(=O)Nc1ccc(S(=O)(=O)Nc2ccn(Cc3ccccc3Cl)n2)cc1	-1.7	-2	0.7	6	-1.7	-1	-0.5	-1.8	-1.8	-2	1.4
Cc1ccc(C(=O)N/C(=C\c2ccc(C(C)C)cc2)C(=O)NCCCN2CCOCC2)cc1	-1.0	0	-0.1	-4	0.9	-3	1.1	-0.6	-1.2	16	0.0
Cc1cc(Cl)ccc1N=c1ssnc1Cl	1.8	-2	-2.2	-9	-1.1	-6	-0.1	-0.1	-0.5	6	-4.3
CCCCN(C(=O)Cn1nnc2ccccc21)C(C(=O)NCCOC)c1ccccc1 (centres undefined)	-0.7	-2	2.5	2	-1.2	3	-1.9	0.1	-0.5	-1	-1.4
CN(Cc1nc(Cc2ccccc2F)no1)Cc1cccc2ncccc12	-0.9	-1	-8.0	-1	-2.6	-3	-2.1	-1.7	-4.2	4	2.2
CCOCCn1c(=NC(=O)c2ccc(S(=O)(=O)N3CCOCC3)cc2)sc2cc(S(N)(=O)=O)ccc21	-1.1	-8	1.6	-55	-1.2	0	-0.9	-1.2	-1.8	-4	0.7
CCCCCCCNC(=O)C1(CC2CC(c3ccc(Cl)cc3)=NO2)CCN(C(=O)Cc2ccc(F)cc2)CC1 (centres undefined)	0.2	-1	-1.8	-8	-1.0	0	0.2	-0.2	0.5	-1	0.3
O=C(C1CCC1)N1CCN(S(=O)(=O)c2cccc(F)c2)CC1	0.5	-3	2.0	-3	-1.0	-1	-0.3	3.1	-1.0	-3	0.8
COc1ccc(OC)c(S(=O)(=O)Nc2ccccc2C)c1	-0.5	-3	-0.7	-2	-1.1	-1	1.1	0.0	4.1	1	-0.8
Cc1cccc(NC(=O)CN(C)S(=O)(=O)c2ccccc2)n1	-1.7	-1	-1.2	3	-1.2	0	0.2	0.0	-1.1	3	0.1
CCn1c(=N)n(CC(=O)c2cccc([N+](=O)[O-])c2)c2ccccc21	-1.2	0	7.4	0	0.1	5	0.9	1.5	3.3	3	6.5
CN(C)c1cccc(C(=O)OC(C(=O)Nc2ccc([N+](=O)[O-])cc2Br)c2ccccc2)c1 (centres undefined)	0.5	2	2.1	0	-1.2	-2	-1.0	-0.8	-3.1	-2	-1.1
Cc1ccc(S(=O)(=O)NCCC(=O)Oc2ccc3ccc(=O)oc3c2)cc1	-1.3	i	1.4	i	-1.4	0	1.4	0.6	0.3	7	1.1
CCN1CCN(c2c(Cl)cccc2NC(=O)c2cc3ccccc3o2)CC1	-1.8	-2	0.4	-14	-1.2	-2	0.2	-2.5	0.1	1	2.8
COc1ccc(C(=O)NC(=S)NNC(=O)c2cccc(C)c2)cc1	1.4	-1	-1.3	-8	-1.4	-4	x	-0.3	1.8	-2	x
CCN(CC)C(=O)[C@H]1C[C@H](CC(=O)NCCCN(C)C)C(=O)N2CCc3c([nH]c4ccc(Cl)cc34)[C@]12C	-0.9	-4	-0.2	-12	-1.2	3	-0.1	1.5	-0.3	1	-1.8
COc1cc2[nH]c(=O)c(C(=O)NCc3ccccc3Cl)c(O)c2cc1OC	-2.7	-4	0.8	-7	-1.8	-1	-1.0	0.8	-0.8	1	0.3
CCc1ccc(NC(=O)CSc2nccn(-c3ccc4c(c3)OCCO4)c2=O)cc1	1.0	-4	-1.2	-14	-1.3	-4	0.4	-0.1	-0.1	-1	0.7
c1ccc(-c2noc(CSc3nnnn3C3CCCCC3)n2)cc1	-0.5	0	0.8	4	-1.6	0	-0.1	0.7	0.6	2	2.3
Cc1ccccc1N1CCN(S(=O)(=O)c2ccc3ccccc3c2)CC1	-1.5	3	-0.4	7	-0.3	-2	0.9	-0.5	-2.2	0	-0.8
CCOc1ccc(OCC)c(NC(=O)C2CCN(S(=O)(=O)c3c(C)[nH]c(=O)[nH]c3=O)CC2)c1	-1.8	-1	-0.5	-5	-1.2	4	0.4	-0.6	-0.2	6	1.5
Cc1[nH]c(=O)[nH]c(=O)c1/C=N/NC(=O)[C@@H](N)CC(C)C	0.3	-3	-1.5	-9	-0.8	6	0.4	-0.2	-0.1	3	-0.9
Cc1cc(NC(=O)COC(=O)c2ccccc2[N+](=O)[O-])no1	-0.7	-6	6.8	-6	-0.5	-2	-0.5	-0.3	0.6	-2	-0.6
COc1ccc(CC(=O)OCC(=O)c2c[nH]c3ccccc23)cc1	-1.8	0	0.1	-7	0.4	0	-0.8	-1.2	2.2	0	1.6
CCCCOc1ccc(C(=O)CCN2CCOCC2)cc1	-1.3	-1	-2.7	-4	-1.5	0	0.3	-0.4	-1.9	11	1.7
COC(=O)NNC(=O)C1CCC(C(=O)NNC(=O)OC)CC1 (centres undefined)	0.4	-2	-1.7	2	-1.1	-1	-1.3	-0.1	-2.0	-2	1.8
CC(C)COc1nc2ccccc2nc1N1CCN(C)CC1	2.1	-6	0.1	-12	-0.6	-1	0.6	-0.1	-0.1	-1	1.4
COc1ccc(-c2c(C)nc3c(-c4ccc(F)cc4)cnn3c2N)cc1	0.9	-12	7.0	-16	0.2	2	5.2*	0.4	0.0	-17	1.5
CC1(C)NC(=O)N(CC(=O)N2CCN(S(=O)(=O)c3cc(Cl)ccc3Cl)CC2)C1=O	-0.8	-3	-2.7	-2	-1.3	-1	0.2	1.4	-2.6	1	1.4
